From PubChem
Mtb FBA inh: Mtb fructose-bisphosphate aldolase inhibition; P9WQA3; purified M. tuberculosis FBA, fluorescence read-out; inhibition, % at 1 µM; actives 2.3% (n = 360,000); AID 588726; in the data active = inhibition above about 27%;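 also: 0% = vehicle and 100% = reference inhibitor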
Target sequence (P9WQA3 whole entry, looked up): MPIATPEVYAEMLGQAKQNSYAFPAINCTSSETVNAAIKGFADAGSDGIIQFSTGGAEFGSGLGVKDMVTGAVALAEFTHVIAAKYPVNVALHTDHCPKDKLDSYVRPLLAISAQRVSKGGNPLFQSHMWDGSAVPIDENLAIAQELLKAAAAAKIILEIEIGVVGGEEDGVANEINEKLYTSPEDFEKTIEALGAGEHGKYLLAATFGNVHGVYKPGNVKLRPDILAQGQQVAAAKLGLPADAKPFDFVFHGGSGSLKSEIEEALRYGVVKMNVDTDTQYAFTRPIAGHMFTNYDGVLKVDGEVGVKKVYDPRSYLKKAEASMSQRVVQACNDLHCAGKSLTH
CCHF vOTU inh: CCHFV vOTU protease inhibition; inhibition, % at 11.5 µM; Pep-AMC fluorescence; actives 0.55% (n = 370,000); also: 0% = vehicle wells with enzyme and 100% = no enzyme wells
FadD28 binding: M. tuberculosis FadD28 bisubstrate binding inhibition. FadD28 bisubstrate probe binding, fluorescence polarization. inhibition, % at 12.5 µM. actives 0.22% (n = 360,000). AID 588549; in the data active = inhibition above about 8.5%, passing the limit was not always enough; inconclusive = no clear call, values can overlap the other calls
BoNT F protease: BoNT F light chain protease inhibition; inhibition, % at 10 µM; Multiplex microsphere protease cleavage assay, flow cytometry; AID 588497; actives 0.22% (n = 360,000); in the data active = inhibition above about 35%, passing the limit was not always enough; inconclusive = no clear call, values can overlap the other calls; also: plate controls were buffer without enzyme for full effect and enzyme alone for no effect
Rv3671c inh: inhibits the M. tuberculosis serine protease Rv3671c | actives 0.048% (n = 320,000) | inhibition, % at 5.96 µM | P9WHR9; in the data active = inhibition above about 38%;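 also: extracellular domain of Rv3671c used as enzyme; 0% = enzyme with DMSO and 100% = no enzyme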
MazEF act: MazEF (E. coli) toxin RNase activation; P0AE70; FAM/BHQ RNA-DNA oligo cleavage fluorescence, 5 h; activation, % at 20 µM; actives 0.32% (n = 350,000); AID 504720; in the data active = activation above about 50%
Target sequence (P0AE70 whole entry, looked up): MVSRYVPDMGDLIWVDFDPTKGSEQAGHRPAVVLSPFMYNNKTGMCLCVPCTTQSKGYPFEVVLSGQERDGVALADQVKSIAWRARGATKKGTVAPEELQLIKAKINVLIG
BioA inh: inhibitors of Mycobacterium tuberculosis BioA enzyme | purified M. tuberculosis BioA enzyme, plate reader | inhibition, % at 9.99 µM | actives 0.096% (n = 360,000) | AID 602481; in the data active = inhibition above about 40%; inconclusive = no clear call, values can overlap the other calls
UGM FP inh: inhibitors of M. tuberculosis UDP-galactopyranose mutase | P9WIQ1 | purified UGM, fluorescence polarization probe displacement | inhibition, % at 10 µM | actives 0.06% (n = 320,000); in the data active = inhibition above about 10%, passing the limit was not always enough; inconclusive = no clear call, values can overlap the other calls
Target sequence (P9WIQ1 whole entry, looked up): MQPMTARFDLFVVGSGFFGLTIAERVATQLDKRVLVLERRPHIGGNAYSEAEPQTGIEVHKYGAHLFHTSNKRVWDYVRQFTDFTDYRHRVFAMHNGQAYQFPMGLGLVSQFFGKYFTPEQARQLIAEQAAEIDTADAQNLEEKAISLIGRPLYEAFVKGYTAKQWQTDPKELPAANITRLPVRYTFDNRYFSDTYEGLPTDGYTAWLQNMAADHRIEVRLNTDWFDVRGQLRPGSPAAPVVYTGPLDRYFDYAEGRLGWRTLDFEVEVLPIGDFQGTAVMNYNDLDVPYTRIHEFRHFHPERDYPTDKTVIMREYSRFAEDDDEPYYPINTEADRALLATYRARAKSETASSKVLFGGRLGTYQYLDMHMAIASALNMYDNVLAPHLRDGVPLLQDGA
GDH-TPI inh: GDH-TPI coupled enzyme inhibition counter-screen; GDH-TPI coupled enzyme counterscreen, NADH absorbance; inhibition, % at 4.8 µM; actives 1.2% (n = 360,000);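 also: 0% = DMSO wells and 100% = wells lacking the enzyme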
DUSP3 inh: inhibitors of human VHR1 phosphatase (DUSP3). P51452. recombinant VHR phosphatase, pNPP absorbance. inhibition, % at 13.3 µM. actives 0.52% (n = 290,000); in the data active = inhibition above about 50%; also: some compounds called inactive have numbers as strong as hits
Target sequence (P51452 whole entry, looked up): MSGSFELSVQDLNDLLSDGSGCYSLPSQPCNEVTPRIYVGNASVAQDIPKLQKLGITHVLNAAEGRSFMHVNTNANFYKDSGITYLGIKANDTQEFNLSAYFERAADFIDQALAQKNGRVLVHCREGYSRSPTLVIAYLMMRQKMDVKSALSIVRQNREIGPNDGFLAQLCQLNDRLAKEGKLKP
Active calls of the source: *; ? = inconclusive; · = no result given. Rule as the data show it, unless noted: active = inhibition above about 30%; inactive = the rest.

SMILES | Mtb FBA inh | CCHF vOTU inh | FadD28 binding | BoNT F protease | Rv3671c inh | MazEF act | BioA inh | UGM FP inh | GDH-TPI inh | DUSP3 inh
CCOC1=C2CN(S(=O)(=O)c3ccc(Cl)cc3)[C@H](c3ccccc3)C[C@@H]2N(S(=O)(=O)c2ccc(C)cc2)[C@H](c2ccccc2)C1 | 0 | 4 | -3.5 | -7 | · | · | -0.6 | · | · | ·
O=[N+]([O-])c1c(NCCCO)cc(SCc2ccco2)c2nonc12 | -7 | 48* | 0.1 | -4 | -2 | 2 | · | 1.6 | 8 | -2
COc1ccc(C(=O)NCc2nnc(SCC(=O)N3CCCCC3)o2)cc1OC | -3 | 13 | -0.8 | ? | 6 | 5 | -11 | 0.1 | -10 | 12
CC(=O)c1cccc(NC(=O)CCc2nnc3ccc(N4CCOCC4)nn23)c1 | 0 | 9 | -0.3 | 4 | 0 | 14 | -0.3 | 0.4 | -1 | 35
CC1CCCN(c2sc(S(C)(=O)=O)nc2S(=O)(=O)c2ccc(Cl)cc2)C1 (stereo not drawn) | 0 | 9 | -2.0 | -4 | 4 | 1 | 0.9 | 2.7 | 10 | 6
COc1ccc(OCc2nnc(SCC(=O)N(C)Cc3ccccc3)n2N)cc1 | 5 | 0 | -0.8 | -6 | -6 | -30 | · | 3.0 | 5 | 11
COc1ccc(/C=N\NC(=O)c2ccccc2Br)cc1COc1ccccc1 | -1 | -7 | -0.6 | -7 | -14 | -3 | -0.2 | 0.4 | 12 | 5
CC1CCN(S(=O)(=O)c2cccc(C(=O)N3CCN(c4ccc(F)cc4)CC3)c2)CC1 | -2 | 2 | · | 1 | 1 | 3 | 0.3 | 1.4 | -9 | -3
C=C1CCC[C@]2(C)C[C@H]3OC(=O)C(CNC(C)CC)[C@H]3CC12 (stereo partly drawn) | -1 | -7 | -1.1 | -14 | 2 | 2 | -2.2 | -1.6 | 1 | 24
COc1ccc(C2(O)CCN(CC(=O)Nc3nccs3)CC2)c(OC)c1 | 1 | -7 | 0.8 | 4 | 4 | -3 | 0.0 | -0.6 | 7 | 16
COCCNC(=O)c1onc(CSc2ccccc2C)c1C(=O)O | -3 | 0 | -3.4 | -9 | 6 | 0 | -0.2 | 0.0 | -3 | 20
Cc1ccnc(NC(=O)CC(NC(=O)c2ccccc2Cl)c2ccccc2)c1 (stereo not drawn) | -2 | 17 | -0.5 | -2 | -1 | 4 | -1.3 | -0.1 | 4 | ·
CCCCC(CC)CNC(=O)C(=O)C1C(=O)Nc2ccccc21 (stereo not drawn) | -1 | 9 | 4.4 | -6 | 5 | 1 | · | -0.4 | 8 | 17
COc1ccc(S(=O)(=O)N2CC(C(=O)O)Oc3ccc(CC(=O)O)cc32)cc1 (stereo not drawn) | -10 | -4 | -3.6 | 1 | -11 | 12 | -2.0 | 4.0 | 3 | 24
O=C(NCCCN1CCCC1=O)Nc1ccc(Cl)cc1 | 5 | -20 | -1.4 | 7 | -11 | -7 | -1.3 | -1.6 | 10 | ·
Cc1cc(C(=O)CN2C(=O)NC3(CCCCC3)C2=O)c(C)n1-c1ccc2c(c1)OCO2 | 2 | 15 | -3.5 | -1 | 1 | 2 | · | -1.3 | 0 | -5
O=C(Cc1ccccc1)Nc1ccccc1Sc1ccccc1 | 0 | -3 | 0.0 | 6 | -18 | -8 | 13 | 1.5 | -3 | 2
O=C(c1oc(=O)c2ccccc2c1-c1ccccc1)N1CCOCC1 | -3 | -2 | 0.2 | -4 | 1 | 4 | -0.3 | 3.2 | 4 | 51*
Nc1nnnn1/N=C/c1ccccc1O | 4 | -7 | -0.5 | ? | -6 | 15 | · | 0.5 | 29 | ·
COc1cccc(C2/C(=C(/O)c3ccc(C)cc3)C(=O)C(=O)N2Cc2ccco2)c1 (stereo not drawn) | -6 | 9 | -2.8 | -3 | -14 | 5 | · | -2.0 | 18 | 13
CCCC(C(=O)Nc1nccs1)c1ccccc1 (stereo not drawn) | 1 | 10 | -3.1 | -17 | -2 | 0 | -0.5 | · | 1 | 12
CN(C1=NS(=O)(=O)c2ccccc21)c1ccc(OC(=O)c2ccncc2)cc1 | -1 | -14 | 2.5 | -6 | 2 | 6 | · | -7.4 | 2 | 19
COc1ccc(NC(=O)CSc2nnc(NC(=O)c3ccco3)s2)cc1 | 0 | -10 | -2.7 | 2 | 8 | 3 | 2.0 | -1.4 | 1 | 9
COc1cccc(S(=O)(=O)Nc2ccc(C(=O)N3CCN(C(=O)c4ccco4)CC3)cc2)c1 | 2 | -3 | -2.0 | 5 | 5 | 8 | · | 1.2 | -4 | 22
CSC1=NCCN1CCOc1ccccc1 | 1 | -6 | -0.9 | -1 | 5 | 5 | · | -2.6 | 8 | 29

In another format: results already given
> Nc1nnnn1/N=C/c1ccccc1O
- Mtb FBA inh: 4
- CCHF vOTU inh: -7
- FadD28 binding: -0.5
- BoNT F protease: ?
- Rv3671c inh: -6
- MazEF act: 15
- BioA inh: ·
- UGM FP inh: 0.5
- GDH-TPI inh: 29
- DUSP3 inh: ·

> CCCCC(CC)CNC(=O)C(=O)C1C(=O)Nc2ccccc21 (stereo not drawn)
- Mtb FBA inh: -1
- CCHF vOTU inh: 9
- FadD28 binding: 4.4
- BoNT F protease: -6
- Rv3671c inh: 5
- MazEF act: 1
- BioA inh: ·
- UGM FP inh: -0.4
- GDH-TPI inh: 8
- DUSP3 inh: 17

> C=C1CCC[C@]2(C)C[C@H]3OC(=O)C(CNC(C)CC)[C@H]3CC12 (stereo partly drawn)
- Mtb FBA inh: -1
- CCHF vOTU inh: -7
- FadD28 binding: -1.1
- BoNT F protease: -14
- Rv3671c inh: 2
- MazEF act: 2
- BioA inh: -2.2
- UGM FP inh: -1.6
- GDH-TPI inh: 1
- DUSP3 inh: 24

> COc1ccc(OCc2nnc(SCC(=O)N(C)Cc3ccccc3)n2N)cc1
- Mtb FBA inh: 5
- CCHF vOTU inh: 0
- FadD28 binding: -0.8
- BoNT F protease: -6
- Rv3671c inh: -6
- MazEF act: -30
- BioA inh: ·
- UGM FP inh: 3.0
- GDH-TPI inh: 5
- DUSP3 inh: 11

(cont.)
SMILES | Mtb FBA inh | CCHF vOTU inh | FadD28 binding | BoNT F protease | Rv3671c inh | MazEF act | BioA inh | UGM FP inh | GDH-TPI inh | DUSP3 inh
CN1OC[C@@H]2CN(C(=S)NCCc3ccccc3)[C@H](c3ccc(-n4ccnc4)cc3)C[C@@H]21 | 2 | -1 | -1.2 | 2 | · | · | -2.6 | · | · | ·
O=C(O)CC1(CC(=O)Nc2ccc(Cl)cc2C(=O)c2ccccc2)CCCC1 | 0 | -6 | -0.7 | -8 | 5 | -6 | 0.8 | -0.3 | -7 | 1
O=[N+]([O-])c1cccc2ccc(/C=C/c3ccc(Cl)cc3)nc12 | -2 | -12 | 0.6 | -14 | -10 | 4 | · | 1.8 | 20 | 18
Cc1csc(=O)n1CCC(=O)OCC(=O)Nc1ccc(N2CCOCC2)cc1 | 4 | -2 | 0.6 | -5 | · | 5 | -0.8 | · | 8 | ·
Cn1c(NC(=O)C2CC2)cc(=O)n(C)c1=O | 0 | -10 | 2.0 | -6 | -8 | -8 | -3.2 | -0.5 | -2 | 25
CC(=O)Nc1ccc(/C=C(\C#N)C(N)=O)cc1 | -1 | -12 | -2.7 | 35* | 2 | 7 | -1.1 | -3.7 | 22 | 6
N=c1n(Cc2ccccc2)c2ccccc2n1CC(O)c1ccccc1 (stereo not drawn) | 1 | 4 | -3.3 | -5 | -2 | 16 | 4.3 | -0.2 | 7 | 8
CCOC(=O)/C=C/c1cnn(-c2ccccc2)c1 | -5 | 12 | -0.5 | -2 | 4 | -2 | -1.6 | 0.1 | 14 | 1
CSc1n[nH]c(N)c1S(=O)(=O)c1ccc(Cl)cc1 | 4 | 4 | 2.2 | -3 | 1 | 3 | 0.7 | -2.4 | 20 | 13
COc1ccccc1NC(=O)COc1coc(CN2CCN(c3ccccc3)CC2)cc1=O | 2 | 0 | -0.6 | -3 | -2 | -1 | 0.0 | 2.0 | 9 | ·
Cc1ccc(NC(=O)C2CCN(S(=O)(=O)c3cccc(C(F)(F)F)c3)CC2)nc1 | 2 | -6 | 0.0 | 10 | -4 | -2 | -1.2 | 4.3 | 3 | ·
Cc1ccc(C(=O)Nc2ccc3c(c2)CCC3)cc1 | 3 | -1 | -1.4 | -1 | -2 | -6 | · | -1.6 | 5 | -8
O=C(NCCc1ccccc1)c1ncn[nH]1 | 1 | -7 | -1.1 | 0 | 4 | 0 | -0.7 | 0.2 | 3 | -18
Cc1c(Cl)cnc(NC(=O)COC(=O)c2cccc(S(=O)(=O)N3c4ccccc4CC3C)c2)c1Cl (stereo not drawn) | 0 | -5 | 0.0 | 2 | -30 | -2 | · | -0.7 | 4 | 14
CCCC(=O)N1CCN(c2ccc(NC(=O)c3sc4ccccc4c3Cl)cc2)CC1 | 2 | 2 | -2.3 | -7 | -3 | -12 | 0.1 | 2.9 | 18 | 19
O=C(Nc1ccc2c(c1)CCC2)c1cccc(S(=O)(=O)Nc2ccccc2Cl)c1 | -2 | 3 | -1.6 | 1 | -47 | -4 | 1.7 | -1.8 | 3 | 11
Cc1ccc(NC(=O)/C(=C/C=C/c2ccccc2)NC(=O)c2ccccc2)cc1 | -7 | 6 | -3.9 | -3 | -28 | -1 | · | 0.6 | 26 | 6
O=C1NC(=O)c2cc(Br)cc3cccc1c23 | 1 | -2 | -3.6 | -5 | 0 | 13 | · | 2.6 | 4 | 15
CC(=O)N(CN1C(=O)c2ccccc2C1=O)c1ccc2c(c1)oc1ccccc12 | -2 | 4 | 0.7 | -10 | 11 | 1 | · | 0.1 | 14 | -1
COc1ccc(C(C(=O)NC2CCCC2)N(C(=O)c2ccco2)c2ccccc2C(C)=O)cc1OC (stereo not drawn) | -7 | -4 | -1.8 | 21 | 7 | 7 | 0.4 | 1.4 | 0 | 13
O=Nc1c(O)n(Cc2cccc(C(F)(F)F)c2)c2ccccc12 | -2 | 2 | -5.8 | -14 | -54 | 6 | · | 4.8 | 6 | -2
CCN(CC)c1ccc2cc(C(N)=O)/c(=N\NC(=O)c3ccncc3)oc2c1 | · | 14 | · | · | 3 | -70 | · | -0.7 | · | 1
C=CCSC1=C(C#N)C(c2ccccc2C)CC(=O)N1 (stereo not drawn) | -1 | 11 | -3.3 | ? | 4 | 1 | 2.3 | 2.5 | -3 | 7
Cc1ccc(C)c(NC(=O)COC(=O)Cc2ccsc2)c1 | 0 | -10 | -2.7 | 6 | 4 | -9 | · | -2.1 | 3 | 18
CC1CCN(C(=O)CCNC(=O)Cn2cnc3sc4c(c3c2=O)CCCC4)CC1 | -10 | -2 | -2.1 | 4 | 6 | 4 | 0.5 | -0.4 | 3 | -5
CCCS(=O)(=O)NC(=O)C1(C)CCN(C(=O)c2ccc(OC)c(F)c2)C1 (stereo not drawn) | 1 | · | -0.4 | -3 | · | · | -0.4 | · | 9 | ·
CCN(CC)S(=O)(=O)c1ccc(N2CCCC2)c(NC(=O)Cc2cc(OC)c(OC)c(OC)c2)c1 | -2 | 19 | -0.7 | -7 | 0 | -1 | -0.1 | -1.2 | 1 | 7

Entries of single compounds as entered above. Screens in order: Mtb FBA inh	CCHF vOTU inh	FadD28 binding	BoNT F protease	Rv3671c inh	MazEF act	BioA inh	UGM FP inh	GDH-TPI inh	DUSP3 inh
Profile of `O=Nc1c(O)n(Cc2cccc(C(F)(F)F)c2)c2ccccc12` : -2	2	-5.8	-14	-54	6	·	4.8	6	-2
Profile of `COc1ccc(C(=O)NCc2nnc(SCC(=O)N3CCCCC3)o2)cc1OC` : -3	13	-0.8	?	6	5	-11	0.1	-10	12
Profile of `CN(C1=NS(=O)(=O)c2ccccc21)c1ccc(OC(=O)c2ccncc2)cc1` : -1	-14	2.5	-6	2	6	·	-7.4	2	19
